Screens as filed in PubChem BioAssay.
T cruzi growth = T. cruzi proliferation inhibition; T. cruzi beta-gal in NIH3T3, GalScreen luminescence, 90 h; inhibition, % at 8.34 µM; 5.9% of 77,000 active; AID 624255;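 active means mean inhibition above about 93%, with at least 55% of replicates each passing it, limit read from the data, passing the limit was not always enough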
Pf Dd2 inh = P. falciparum Dd2 growth inhibition. 2.3% of 94,000 active. AID 1159554. activity change, % at 10 µM. SYBR Green, 72 h; stronger effect = lower value; in the data active means activity change below about -80%
KDM4C inh = inhibitors of human demethylase GASC-1 KDM4C; Q9H3R0; GST-KDM4C 2-372, H3K9me3 peptide, LANCE TR-FRET; inhibition, % at 12.5 µM; 0.15% of 96,000 active; AID 720574;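 active means mean replicate inhibition above about 25%, with at least 55% of replicates also reaching it, limit read from the data, passing the limit was not always enough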
Target sequence (Q9H3R0 2-372 limits assumed): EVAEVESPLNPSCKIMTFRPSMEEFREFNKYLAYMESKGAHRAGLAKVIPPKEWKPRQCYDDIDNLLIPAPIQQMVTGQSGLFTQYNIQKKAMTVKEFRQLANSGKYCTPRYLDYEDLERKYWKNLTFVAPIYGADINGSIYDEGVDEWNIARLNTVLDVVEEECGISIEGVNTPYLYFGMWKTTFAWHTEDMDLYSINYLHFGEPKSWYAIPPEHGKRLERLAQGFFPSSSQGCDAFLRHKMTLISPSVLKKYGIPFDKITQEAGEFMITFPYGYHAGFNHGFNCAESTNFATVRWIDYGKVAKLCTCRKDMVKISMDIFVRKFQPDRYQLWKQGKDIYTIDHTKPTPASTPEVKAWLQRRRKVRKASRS
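System: N-terminal GST-fused human GASC-1 (KDM4C) fragment, residues 2-372; amount: enzyme final amount 10 nM; incubation: reaction 30 min RT, detection step 1 h RT; medium: HEPES buffer, pH 7.5, plus ascorbate; technique: LANCE TR-FRET, Eu antibody, ULight-streptavidin, EDTA, ex 340 nm, em 618/671 nm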
C diff growth = blocks growth of Clostridium difficile | AID 1259249 | growth activity, negative = inhibition, % at 16 µg/mL (by protocol) | 0.25% of 86,000 active | Clostridium difficile clinical isolate growth, OD600, 24 h; stronger effect = lower value;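 active means mean growth activity at or below -80% and every replicate also at or below -80%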;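 further: 0% = DMSO wells and -100% = levofloxacin 16 µg/mL wells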
* marks the source's active call; other numbers are inactive results; & = joins results of further samples.

`COCC(=O)N(C)C[C@H]1Oc2cc(C#C[C@@H](C)O)ccc2S(=O)(=O)N([C@H](C)CO)C[C@@H]1C` gave T cruzi growth 15, KDM4C inh -2.2 and C diff growth -1.
Screening COc1cccc(NC(=O)Nc2ccc3c(c2)OC[C@@H](C)NC[C@@H](C)[C@H](OC)CN(C)C3=O)c1 returned T cruzi growth -6, Pf Dd2 inh -18, KDM4C inh 1.4 and C diff growth 1.
For COc1ccc2c3c([nH]c2c1)[C@@H](CO)N(C(=O)Nc1ccc(F)cc1)CC31CN(S(=O)(=O)c2cn(C)cn2)C1 the results were Pf Dd2 inh 22, KDM4C inh 1.2 and C diff growth -2.
For CO[C@H]1CN(C)C(=O)c2cc(NC(=O)Nc3ccccc3F)ccc2OC[C@@H](C)N(Cc2ccccc2C(=O)O)C[C@@H]1C the results were Pf Dd2 inh 20 and KDM4C inh -1.0.
Screening CCC(=O)N1C[C@@H](C)[C@H](OC)CN(C)C(=O)c2ccc(NC(=O)CC(F)(F)F)cc2OC[C@H]1C returned Pf Dd2 inh 44, KDM4C inh -0.9 and C diff growth -15.
Screening CC(C)NC(=O)N(C)C[C@H]1Oc2ccc(NC(=O)CCC(F)(F)F)cc2CC(=O)N([C@@H](C)CO)C[C@H]1C returned Pf Dd2 inh 12, KDM4C inh 0.6 and C diff growth -1&-3.
Cc1noc(C)c1S(=O)(=O)N(C)C[C@@H]1OCCCC[C@H](C)Oc2ccc(NS(=O)(=O)c3ccc(Cl)cc3)cc2C(=O)N([C@@H](C)CO)C[C@H]1C was read as T cruzi growth 73, Pf Dd2 inh -30, KDM4C inh 0.6 and C diff growth -6.
CCNC(=O)C[C@H]1CC[C@@H]2[C@H](COC[C@H](O)CN2C(=O)Nc2c(C)noc2C)O1 was read as T cruzi growth 15, Pf Dd2 inh 5 and KDM4C inh 0.4.
CN(C)C(=O)C[C@H]1C[C@H]2c3cc(NC(=O)NC4CCCCC4)ccc3O[C@H]2[C@H](CO)O1 was read as T cruzi growth 9, Pf Dd2 inh 12 and KDM4C inh -0.4.
Screening C[C@H](CO)N1C[C@H](C)[C@H](CN(C)C(=O)C2CCOCC2)Oc2cc(C3=CCCC3)ccc2S1(=O)=O returned T cruzi growth 49, Pf Dd2 inh -37, KDM4C inh 2.6 and C diff growth -1.
`COc1ccc2c3c([nH]c2c1)[C@H](CO)N(C(=O)Nc1c(C)noc1C)CC31CCN(CC2CCCCC2)CC1` gave Pf Dd2 inh -59, KDM4C inh -0.7 and C diff growth 2.
`COc1ccc(CN(C)C[C@H]2OCCCC[C@@H](C)Oc3ccc(N(C)C)cc3C(=O)N([C@H](C)CO)C[C@H]2C)cc1` gave T cruzi growth 53, Pf Dd2 inh -13, KDM4C inh 0.0 and C diff growth 2.
For C[C@@H]1CN([C@H](C)CO)C(=O)Cc2cc(NC(=O)Nc3ccc(C(F)(F)F)cc3)ccc2O[C@@H]1CN(C)S(C)(=O)=O the results were T cruzi growth -19, Pf Dd2 inh 5, KDM4C inh -2.0 and C diff growth 4.
`Cc1noc(C)c1NC(=O)Nc1ccc2c(c1)C(=O)N([C@H](C)CO)C[C@H](C)[C@H](CN(C)S(C)(=O)=O)OCCCC[C@@H](C)O2` gave T cruzi growth 33, Pf Dd2 inh 62, KDM4C inh -0.3 and C diff growth -1.
Screening C/C=C/c1ccc([C@H]2[C@@H](CO)N3CCCCN(S(=O)(=O)c4cccc(C)c4)C[C@H]23)cc1 returned T cruzi growth 102*, Pf Dd2 inh -72, KDM4C inh -0.2 and C diff growth 17.

A draw from above in order of number of heavy atoms, high to low:
Cc1noc(C)c1S(=O)(=O)N(C)C[C@@H]1OCCCC[C@H](C)Oc2ccc(NS(=O)(=O)c3ccc(Cl)cc3)cc2C(=O)N([C@@H](C)CO)C[C@H]1C was read as T cruzi growth 73, Pf Dd2 inh -30, KDM4C inh 0.6 and C diff growth -6.
`COc1ccc(CN(C)C[C@H]2OCCCC[C@@H](C)Oc3ccc(N(C)C)cc3C(=O)N([C@H](C)CO)C[C@H]2C)cc1` gave T cruzi growth 53, Pf Dd2 inh -13, KDM4C inh 0.0 and C diff growth 2.
For COc1ccc2c3c([nH]c2c1)[C@@H](CO)N(C(=O)Nc1ccc(F)cc1)CC31CN(S(=O)(=O)c2cn(C)cn2)C1 the results were Pf Dd2 inh 22, KDM4C inh 1.2 and C diff growth -2.
Screening CC(C)NC(=O)N(C)C[C@H]1Oc2ccc(NC(=O)CCC(F)(F)F)cc2CC(=O)N([C@@H](C)CO)C[C@H]1C returned Pf Dd2 inh 12, KDM4C inh 0.6 and C diff growth -1&-3.
Screening C[C@H](CO)N1C[C@H](C)[C@H](CN(C)C(=O)C2CCOCC2)Oc2cc(C3=CCCC3)ccc2S1(=O)=O returned T cruzi growth 49, Pf Dd2 inh -37, KDM4C inh 2.6 and C diff growth -1.
Screening CCC(=O)N1C[C@@H](C)[C@H](OC)CN(C)C(=O)c2ccc(NC(=O)CC(F)(F)F)cc2OC[C@H]1C returned Pf Dd2 inh 44, KDM4C inh -0.9 and C diff growth -15.
`COCC(=O)N(C)C[C@H]1Oc2cc(C#C[C@@H](C)O)ccc2S(=O)(=O)N([C@H](C)CO)C[C@@H]1C` gave T cruzi growth 15, KDM4C inh -2.2 and C diff growth -1.
CN(C)C(=O)C[C@H]1C[C@H]2c3cc(NC(=O)NC4CCCCC4)ccc3O[C@H]2[C@H](CO)O1 was read as T cruzi growth 9, Pf Dd2 inh 12 and KDM4C inh -0.4.

Remaining list, next part:
For C[C@@H]1CN([C@@H](C)CO)C(=O)c2cc(NC(=O)Cc3ccccc3)ccc2O[C@@H]1CN(C)Cc1ccc(C(F)(F)F)cc1 the results were T cruzi growth 52, Pf Dd2 inh 4, KDM4C inh 0.5 and C diff growth 4.
For COc1ccc(S(=O)(=O)N(C)C[C@@H]2Oc3ccc(NC(=O)NC4CCCCC4)cc3C(=O)N([C@H](C)CO)C[C@@H]2C)cc1 the results were T cruzi growth 47, Pf Dd2 inh -27, KDM4C inh -1.1 and C diff growth 4.
Screening C[C@@H]1CN([C@H](C)CO)C(=O)c2cc(NC(=O)Cn3cnnn3)ccc2O[C@@H]1CN(C)S(=O)(=O)c1cccs1 returned T cruzi growth -52, Pf Dd2 inh 0 and KDM4C inh -0.6.
`C[C@@H]1CN([C@@H](C)CO)C(=O)c2cc(NS(C)(=O)=O)ccc2O[C@H]1CN(C)Cc1ccc(C(F)(F)F)cc1` gave T cruzi growth 82, Pf Dd2 inh -38, KDM4C inh 1.8 and C diff growth -4.
OC[C@@H]1[C@H](c2ccc(/C=C/c3ccccc3)cc2)[C@H]2CN(CCC(F)(F)F)CCCCN12 was read as T cruzi growth 101*, Pf Dd2 inh -75 and C diff growth 41.
For C[C@H]1CN([C@@H](C)CO)C(=O)c2cccc(NS(=O)(=O)c3cccs3)c2O[C@@H]1CN(C)Cc1ccccc1 the results were T cruzi growth 6, Pf Dd2 inh -9, KDM4C inh 2.0 and C diff growth -11.
For C[C@@H]1CN([C@H](C)CO)C(=O)Cc2cc(NC(=O)NC3CCCCC3)ccc2O[C@H]1CN(C)C(=O)Nc1cccc2ccccc12 the results were T cruzi growth 25, Pf Dd2 inh -21, KDM4C inh 8.1 and C diff growth 25.
For C[C@@H]1CN([C@@H](C)CO)C(=O)c2cc(NS(=O)(=O)c3cn(C)cn3)ccc2O[C@@H](C)CCCCO[C@H]1CN(C)C(=O)Cc1ccccc1 the results were T cruzi growth 30, Pf Dd2 inh -29, KDM4C inh 7.4 and C diff growth -1.
Screening Cc1ccc(S(=O)(=O)N(C)C[C@H]2OCCCC[C@@H](C)Oc3ccc(NS(=O)(=O)c4ccc(Cl)cc4)cc3C(=O)N([C@@H](C)CO)C[C@@H]2C)cc1 returned T cruzi growth 99*, Pf Dd2 inh -41, KDM4C inh 0.1 and C diff growth 8.
Screening O=C([C@H]1[C@H](CO)[C@H]2Cn3c(cccc3=O)[C@@H]1N2Cc1cccc(Cl)c1)N1CCOCC1 returned T cruzi growth 100*, KDM4C inh -1.2 and C diff growth 7.
`COc1ccc(NC(=O)Nc2ccc3c(c2)C(=O)N([C@@H](C)CO)C[C@H](C)[C@@H](CN(C)Cc2ccc4c(c2)OCO4)OCCCC[C@@H](C)O3)cc1` gave T cruzi growth 74, Pf Dd2 inh -72, KDM4C inh 3.4 and C diff growth 18.
CCC(=O)Nc1ccc2c(c1)C(=O)N(C)C[C@H](OC)[C@@H](C)CN(Cc1ccccc1)[C@H](C)CO2 was read as T cruzi growth -53, Pf Dd2 inh -3 and KDM4C inh 0.8.
For C[C@@H]1CN([C@@H](C)CO)S(=O)(=O)c2ccc(-c3ccccc3)cc2O[C@H]1CN(C)Cc1ccccc1 the results were T cruzi growth 84, Pf Dd2 inh -66, KDM4C inh 0.6 and C diff growth 12.
For Cc1ccccc1S(=O)(=O)N1CCCCN2[C@H](CO)[C@H](c3ccc(-c4cccnc4)cc3)[C@H]2C1 the results were T cruzi growth 100*, Pf Dd2 inh -56, KDM4C inh 0.7 and C diff growth 21.
For COc1ccccc1-c1ccc2n(c1=O)C[C@H]1[C@H](CO)[C@@H](C(=O)N3CCN(C)CC3)[C@@H]2N1CC1CC1 the results were T cruzi growth -17, Pf Dd2 inh 3, KDM4C inh -0.7 and C diff growth 2.
Screening C[C@@H]1CN([C@@H](C)CO)S(=O)(=O)c2ccc(/C=C/c3ccccc3)cc2O[C@@H]1CN(C)C(=O)Nc1ccc(F)cc1 returned T cruzi growth 123*, Pf Dd2 inh -89*, KDM4C inh -4.8 and C diff growth -2.
COc1ccc(S(=O)(=O)Nc2ccc3c(c2)C(=O)N([C@@H](C)CO)C[C@H](C)[C@@H](CN(C)S(C)(=O)=O)O3)cc1 was read as T cruzi growth 5, Pf Dd2 inh -3, KDM4C inh -0.7 and C diff growth -2.
For CN1C(=O)c2cc(NC(=O)NC3CCCC3)ccc2OC[C@H]2O[C@@H](CC(=O)NCC3CC3)CC[C@H]21 the results were T cruzi growth 24, Pf Dd2 inh 26, KDM4C inh 0.8 and C diff growth 20.
For CCC(=O)N1[C@H](CO)[C@@H](c2ccccc2)C12CN(Cc1cccnc1)C2 the results were Pf Dd2 inh -72, KDM4C inh 0.2 and C diff growth 11.
`CCC(=O)Nc1ccc2c(c1)OC[C@H](C)N(Cc1ccccn1)C[C@H](C)[C@H](OC)CN(C)C2=O` gave T cruzi growth 16, Pf Dd2 inh -84* and KDM4C inh 2.8.
COc1ccc2c3c([nH]c2c1)[C@H](CO)N(C(=O)CC1CC1)CC31CN(Cc2cccnc2)C1 was read as Pf Dd2 inh -68, KDM4C inh 14 and C diff growth -5.
COC(=O)[C@@H]1[C@@H](CO)[C@@H]2Cn3c(ccc(-c4ccccc4F)c3=O)[C@@H]2N1CC1CCCC1 was read as T cruzi growth 35, Pf Dd2 inh -30, KDM4C inh 8.6 and C diff growth 12.
COc1cccc(-c2ccc([C@@H]3[C@@H](CO)N(C(C)=O)C34CN(C(C)=O)C4)cc2)c1 was read as Pf Dd2 inh 24, KDM4C inh -0.3 and C diff growth -8.
`CCCc1cn(CC[C@@H]2CC[C@H](NC(=O)Nc3ccccc3F)[C@@H](CO)O2)nn1` gave T cruzi growth 46, Pf Dd2 inh -12 and KDM4C inh 5.2.
Screening CN1C(=O)c2cc(NC(=O)c3ccccc3)ccc2OC[C@H]2O[C@@H](CC(=O)NC3CCCC3)CC[C@H]21 returned T cruzi growth -11, Pf Dd2 inh -3, KDM4C inh 0.6 and C diff growth 4.
For C[C@@H]1CN([C@H](C)CO)C(=O)Cc2cc(NS(=O)(=O)c3ccc(Cl)cc3)ccc2O[C@@H]1CN(C)S(=O)(=O)c1ccc(F)cc1 the results were T cruzi growth 71, Pf Dd2 inh -26, KDM4C inh -2.4 and C diff growth -2.
C[C@@H]1CN([C@H](C)CO)C(=O)Cc2cc(NC(=O)Nc3ccc(F)cc3)ccc2O[C@H]1CN(C)S(=O)(=O)c1ccc(Cl)cc1 was read as T cruzi growth -89, Pf Dd2 inh -22, KDM4C inh 0.3 and C diff growth -5.
For CN(C)C(=O)[C@H]1[C@H](CO)[C@H]2Cn3c(ccc(C4=CCCCC4)c3=O)[C@H]2N1CC1CC1 the results were T cruzi growth 93, Pf Dd2 inh 9, KDM4C inh -0.4 and C diff growth -2.
C[C@@H]1CN([C@@H](C)CO)C(=O)c2cc(C#CC3CCCCC3)cnc2O[C@H]1CN(C)C(=O)c1ccncc1 was read as Pf Dd2 inh -61, KDM4C inh 1.0 and C diff growth -7.
Screening CC(C)NC(=O)N(C)C[C@@H]1Oc2ncc(-c3cncnc3)cc2C(=O)N([C@H](C)CO)C[C@@H]1C returned Pf Dd2 inh 9, KDM4C inh -0.7 and C diff growth 0.
CN1C(=O)c2cc(NC(=O)c3cccc(F)c3)ccc2OC[C@@H]2O[C@@H](CC(=O)Nc3ccccc3)CC[C@@H]21 was read as T cruzi growth 21, Pf Dd2 inh -8, KDM4C inh -0.7 and C diff growth 5.
Screening Cc1noc(C)c1NC(=O)Nc1ccc2c(c1)CC(=O)N([C@@H](C)CO)C[C@@H](C)[C@@H](CN(C)C(=O)NC1CCCCC1)O2 returned T cruzi growth 4, Pf Dd2 inh 9, KDM4C inh 0.8 and C diff growth 0.
